Screening data as filed in PubChem.
Pf growth 48h = inhibits P. falciparum growth in the first generation, 48 h | AID 504832 | P. falciparum luciferase growth in erythrocytes, 48 h | Potency, µM (series often up to 28.7 µM), for inactives: at the top dose activity change, negative = inhibition, most hits filed as inhibitors | 5.9% of 310,000 active; note: potency is the fitted concentration of half-maximal effect; % is set by controls: 0 for no effect and ±100 for the full control effect
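In quantitative HTS format, infected erythrocytes bearing luciferase-reporter parasites were treated for a single generation at 37 C. Luminescence after adding detection reagent served as the growth measure.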
Shiga toxin inh = Shiga toxin inhibition. Vero cells, Shiga toxin protein synthesis inhibition reporter. inhibition, % at 38.7 µM. 9.2% of 290,000 active. AID 2315; in the data active = inhibition mostly above about 28%, no sharp cut-off; inactive = mostly below about 43%; note: 0% is about no effect
Tb PYK inh = blocks Trypanosoma brucei pyruvate kinase; Potency, µM (top dose mostly 76.8 µM), inactives show at the highest dose activity, negative = inhibition, actives largely listed as inhibitors; TbPYK enzyme, Kinase-Glo Plus ATP luminescence, 45 min; 0.12% of 410,000 active; Q57TT1; note: potency is the fitted concentration of half-maximal effect; % is set by controls: 0 for no effect and ±100 for the full control effect; nearly all actives have a fitted effect of over 50% in size
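Glycolytic pyruvate kinase of T. brucei was incubated with substrate, test compound and 130 uM ADP for 45 minutes at room temperature. Luminescent Kinase-Glo Plus signal was measured after 10 minutes.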
Cycloheximide cs = counter-screen hit for Shiga toxin inhibitors, cycloheximide. cell reporter, cycloheximide protein synthesis inhibition counterscreen. 12% of 300,000 active. AID 2314. max response, %; in the data active = max response mostly above about 13%, no sharp cut-off; inactive = mostly below about 14%; note: read at 38.3 µM for the half of the compounds with a filed dose; 0% is about no effect
AmpC inh no detg = blocks E. coli AmpC beta-lactamase in detergent-free assay; P00811; AmpC nitrocefin hydrolysis, absorbance 480 nm, 0.0001% Triton; Potency, µM (titrated, usually from 57.1 µM), for the others: top-dose activity change, negative = inhibition, actives largely listed as inhibitors; 0.52% of 330,000 active;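 note: potency is the fitted concentration of half-maximal effect; plate controls were no compound for no effect and no enzyme for full effect; nearly all actives have a fitted effect of over 20% in size; some results filed as inactive show a strong effect at the top dose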
Target sequence (P00811 whole entry, looked up): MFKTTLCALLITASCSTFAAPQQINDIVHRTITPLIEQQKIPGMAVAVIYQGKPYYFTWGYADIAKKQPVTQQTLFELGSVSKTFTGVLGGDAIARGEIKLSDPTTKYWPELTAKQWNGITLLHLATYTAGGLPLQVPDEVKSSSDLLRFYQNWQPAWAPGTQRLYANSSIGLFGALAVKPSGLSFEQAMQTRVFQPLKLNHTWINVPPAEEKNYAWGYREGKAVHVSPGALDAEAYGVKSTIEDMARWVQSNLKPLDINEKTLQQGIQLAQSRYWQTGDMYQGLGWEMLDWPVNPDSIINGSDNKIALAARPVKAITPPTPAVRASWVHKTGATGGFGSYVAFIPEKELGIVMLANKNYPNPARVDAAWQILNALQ
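AmpC (5.3 nM in the dispensed reagent) in 20 mM phosphate pH 7.0 with 0.01% (detergent screen) or 0.0001% Triton X-100 was preincubated with compounds for 15 min at room temperature. Nitrocefin was then added from an 800 uM solution, and hydrolysis was followed at 480 nm.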
Pf growth 96h = inhibits malaria parasite growth, 96 h; Potency, µM (doses to about 28.7 µM), for the others: at the top dose activity change, negative = inhibition, usual class: inhibitors; AID 504834; P. falciparum luciferase reporter growth, 96 h; 6.9% of 320,000 active; note: potency is the fitted concentration of half-maximal effect; % is set by controls: 0 for no effect and ±100 for the full control effect
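Two parasite generations (96 h, 37 C, 5% CO2) of compound exposure in infected erythrocytes (0.05% parasitemia, 2% hematocrit). Luciferase-reporter P. falciparum; decreased luminescence indicates inhibited growth, aimed at apicoplast-acting delayed death.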
LmPK inhibitor = inhibitors of Leishmania mexicana pyruvate kinase; AID 1721; purified LmPK, Kinase-Glo ATP luminescence, 1 h; 0.37% of 290,000 active; Q27686; Potency, µM (highest dose often 57.5 µM), without a hit: at the highest dose activity change, negative = inhibition, usual class: inhibitors; note: potency is the fitted concentration of half-maximal effect; % is set by controls: 0 for no effect and ±100 for the full control effect
Target sequence (Q27686 whole entry, looked up): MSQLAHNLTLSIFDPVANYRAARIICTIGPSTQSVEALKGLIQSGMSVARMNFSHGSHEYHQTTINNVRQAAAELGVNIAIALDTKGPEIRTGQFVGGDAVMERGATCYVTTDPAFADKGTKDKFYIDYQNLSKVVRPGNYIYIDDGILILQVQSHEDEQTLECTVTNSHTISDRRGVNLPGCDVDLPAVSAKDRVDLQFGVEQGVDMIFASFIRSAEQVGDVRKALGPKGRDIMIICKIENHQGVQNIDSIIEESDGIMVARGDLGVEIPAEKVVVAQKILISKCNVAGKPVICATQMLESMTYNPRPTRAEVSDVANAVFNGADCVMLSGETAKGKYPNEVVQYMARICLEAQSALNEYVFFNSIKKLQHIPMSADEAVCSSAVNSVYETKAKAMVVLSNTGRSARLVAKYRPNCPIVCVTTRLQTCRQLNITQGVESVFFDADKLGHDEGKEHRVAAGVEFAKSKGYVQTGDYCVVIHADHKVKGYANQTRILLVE
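Purified LmPK (0.1 nM) with 0.5 mM PEP and 0.1 mM ADP in imidazole buffer pH 7.2 with MgCl2/KCl, 1 h at room temperature. ATP formed was read by luciferase luminescence and normalized to no-enzyme and uninhibited controls.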
* hit, by the source's call; ? = inconclusive; / = no result given; [ ] = remark or other dose. Unless noted, calls come from the whole dose curve; as a rule, active = well fitted curve in the direction sought with a large enough effect; inconclusive = small, poorly fitted or top-dose-only effect, or another doubt; inactive = no such curve, though single readings can be large; an effect the other way counts as inactive or inconclusive.

Results follow in this order: Pf growth 48h	Shiga toxin inh	Tb PYK inh	Cycloheximide cs	AmpC inh no detg	Pf growth 96h	LmPK inhibitor
> CC1CCCCC1NC(=O)CSCC(=O)O (stereo not drawn)
    37%[activator]	-10	9%	-4	-39%	?	1%
> c1ccc2c(c1)COC(CNC1CCCCC1)OC2
    22%	10	-2%	11	-16%	4%	8%
> Cc1cc(C)cc(NC(=O)C2CCCN2/C=C/C(=O)C(F)(F)F)c1 (stereo not drawn)
    26%	-14	-3%	-3	-2%	74%[activator]	2%
> CC(=O)c1cccc(S(=O)(=O)Nc2cc(C(F)(F)F)ccc2N2CCOCC2)c1
    ?	/	-2%	/	74%[activator]	?	/
> CCC12CN3CCN(CC(C3)/C1=N\NC(=O)Nc1ccccc1)C2
    3%	-11	12%	-6	-41%	-5%	-18%
> COc1ccccc1CCNC(=O)c1cccc(S(=O)(=O)NCc2ccccc2)c1
    ?	/	-2%	/	-14%	5%	/
> COc1ccc(CNC(=O)c2ccc(NC(=O)CC3SC(N4CCCC4)=NC3=O)cc2)cc1 (stereo not drawn)
    ?	-6	1%	1	65%[activator]	?	-3%
> Oc1ccccc1-c1cc(-c2ccc3c(c2)OCCO3)n[nH]1
    329%[activator]	47	-16%	32*	-22%	198%[activator]	?
> O=C(Nc1ccc(Cl)cn1)Nc1ccccc1F
    160%[activator]	53*	-5%	18	-51%	165%[activator]	-4%
> Cc1cc(OC(C)C(=O)NCC2CCCO2)cc(C)c1Cl (stereo not drawn)
    4%	-1	2%	-2	62%[activator]	5.2µM*	1%
> CN(CCOc1ccc(Cl)cc1)C(=O)CN1C(=O)NC2(CCCCC2)C1=O
    ?	/	2%	/	69%[activator]	6%	/
> C=C1CCC[C@]2(C)C[C@H]3OC(=O)C(CNC(C)(CO)CO)[C@H]3CC12 (stereo partly drawn)
    /	-7	0%	-6	2%	?	2%
> O=c1c2ccccc2oc2nc(C3CCCCC3)n(Cc3ccco3)c(=O)c12
    13µM*	8	5%	-4	-2%	?	2%
> COc1ccc(C(=O)C(Sc2nnc(C)c(=O)[nH]2)c2ccc(OC)cc2)cc1 (stereo not drawn)
    47%[activator]	2	-6%	0	-35%	0%	5%
> CCC(=O)c1ccc(OCC(=O)Nc2ccc(N3CCOCC3)cc2N2CCOCC2)cc1
    ?	-8	-4%	2	-1%	2.9µM*	2%
> O=C1CCC(C(=O)NCc2ccc3c(c2)OCO3)N1 (stereo not drawn)
    6%	-9	4%	0	-18%	4%	-3%
> CCOC(=O)c1cc(-c2ccc(OC)cc2OC)nn1-c1ccc(C(=O)O)cc1
    -17%	5	1%	21*	-8%	?	-1%
> O=C(CCNC(=O)C1CCN(S(=O)(=O)c2ccccc2)CC1)NCc1ccc(Cl)cc1Cl
    16%	-4	-15%	0	215%[activator]	?	-2%
> Cc1ccc(C(=O)CSc2nnc(-c3ccccc3N)n2C)cc1C
    16%	23	-8%	13	-18%	?	4%
> CC(=O)CC(C)(C)n1nnc(-c2ccccc2)n1
    6%	38	0%	9	-12%	/	-3%
> CCc1c(C)nc(N2CCN(c3ccccc3F)CC2)[nH]c1=O
    6%	-4	-1%	-1	-18%	9%	5%
> CCOc1ccccc1NC(=O)CCNS(=O)(=O)c1ccc(NC(C)=O)cc1
    15%	-6	6%	-2	-20%	2%	-9%
> O=S(=O)(c1ccc(Cl)cc1Cl)N1CCCC1c1cccnc1 (stereo not drawn)
    ?	13	-1%	-2	-12%	?	3%
> O=S(=O)(c1ccc(F)cc1)N1CCN(C(=S)NC2CC2)CC1
    2.6µM*	/	-1%	/	-18%	?	/
> CCOC(=O)c1c(C)[nH]c(C(=O)COC(=O)CNC(=O)c2ccccc2Cl)c1C
    111%[activator]	109*	0%	56*	-7%	162%[activator]	5%
> Cc1cc(C)c(NC(=O)CNC(=O)COC(=O)C2CCN(c3ccc(C(F)(F)F)cn3)CC2)c(C)c1
    19%	-18	-18%	-2	200%[activator]	26%	-11%
> CCc1cccc(CC)c1NC(=O)COC(=O)c1ccc2c(c1)S(=O)(=O)c1ccccc1C2=O
    -5%	-4	7%	-7	-18%	?	-2%
> Cc1ccc(C)c(NC(=O)c2sc(Cl)nc2C)c1
    ?	10	-6%	1	-16%	7%	-5%
> COCCn1c(=NC(=O)CSCC(=O)N2CCOCC2)sc2cc(C)ccc21
    13%	35	-7%	9	45%	-4%	-5%
> CCc1ccccc1N1CN(Cc2cccnc2)CNC1=S
    14%	-1	-2%	-2	-7%	?	-1%

Whole records from above. Screens in order: Pf growth 48h	Shiga toxin inh	Tb PYK inh	Cycloheximide cs	AmpC inh no detg	Pf growth 96h	LmPK inhibitor
Shown for COCCn1c(=NC(=O)CSCC(=O)N2CCOCC2)sc2cc(C)ccc21 : 13%	35	-7%	9	45%	-4%	-5%
Shown for CCc1c(C)nc(N2CCN(c3ccccc3F)CC2)[nH]c1=O : 6%	-4	-1%	-1	-18%	9%	5%
Shown for O=c1c2ccccc2oc2nc(C3CCCCC3)n(Cc3ccco3)c(=O)c12 : 13µM*	8	5%	-4	-2%	?	2%

(further entries)
Results follow in this order: Pf growth 48h	Shiga toxin inh	Tb PYK inh	Cycloheximide cs	AmpC inh no detg	Pf growth 96h	LmPK inhibitor
> CCN(CC)S(=O)(=O)c1cccc2nsnc12
    16%	-13	-6%	1	-13%	-30%	-2%
> O=C(NCc1ccccc1F)c1ccncc1
    18%	-18	-1%	0	-21%	3%	-2%
> CCN(CC)CCNC(=O)CS(=O)Cc1nc(-c2ccccc2Cl)oc1C (stereo not drawn)
    2%	-5	5%	-2	4%	10µM*	-3%
> COc1ccc(S(=O)(=O)N2CCCC2CNC(=O)C(=O)NCc2ccco2)cc1 (stereo not drawn)
    ?	/	1%	/	-21%	?	/
> COCCCNC(=S)N/N=C/c1ccc(O)cc1
    42%[activator]	15	-1%	0	-32%	0%	5%
> COc1ccccc1C(=O)NC(=O)COC(=O)Cn1cnc2c1c(=O)n(C)c(=O)n2C
    9%	/	-5%	/	-20%	16%	/
> C#CCNC(=O)C1=C[C@@H](c2csc3ccccc23)C[C@@H](OCc2ccc(CO)cc2)O1
    ?	-4	1%	-2	98%[activator]	5.2µM*	9%
> COc1ccc(CCNC(=O)CNCCc2ccc(F)cc2)cc1
    /	1	-1%	-2	19%	0%	-13%
> Cc1nnc(SCc2nc3ccccc3c(=O)n2-c2ccccc2Cl)n1N
    -11%	-10	-1%	-4	-11%	-8%	-1%
> O=C(Nc1cc(F)ccc1F)C1CCN(S(=O)(=O)c2cccc3nonc23)CC1
    17%	2	6%	-4	-37%	?	10%
> Cn1c(=O)[nH]c(=O)c2c1nc(NCCCn1ccnc1)n2Cc1ccccc1
    -3%	-2	-6%	-2	-8%	1%	-6%
> O=C(COC(=O)c1n[nH]c2ccccc12)NCc1ccccc1
    13%	-5	-1%	7	-25%	/	7%
> COc1ccc(NC(=O)CSc2ncnc3c2cnn3Cc2ccccc2)cc1
    -16%	-17	-6%	-5	-22%	/	3%
> COc1cccc(CN2CCN(CC(=O)Nc3ccccc3Cl)CC2)c1
    2%	-17	3%	-1	167%[activator]	?	2%
> CCCCn1c2ccc(C)cc2c2nnc(SCCN3CCCCC3)nc21
    13µM*	3	-2%	-1	-1%	?	-1%
> C=CCNC(=O)/C(C#N)=C/c1ccc(C(=O)O)cc1
    3%	-6	-6%	-2	-19%	7%	-1%
> CCOC(=O)Cn1cc(C(=O)c2ccccc2)c2ccccc21
    -2%	5	3%	5	-23%	?	0%
> C/C(=N\NC(=O)C1CCCN(S(=O)(=O)c2ccccc2)C1)c1ccncc1 (stereo not drawn)
    -5%	-5	-1%	-1	-18%	?	-3%
> COC(=O)c1ccc(C)c(NC(=O)Cn2cnc3ccccc3c2=O)c1
    11%	-19	0%	-3	-25%	?	0%
> CCOC(=O)c1ccc(P(=O)(c2ccccc2)c2ccccc2)cc1
    -27%	/	4%	-2	34%	-20%	6%
> CS(=O)(=O)Nc1ccc(N2CCCCC2)c(Cl)c1
    19%	7	-7%	7	-14%	33%[activator]	-1%
> CC1=CC2=NCC(O)CN2C=C1 (stereo not drawn)
    /	-19	2%	-5	-11%	24%	1%
> CCOC(=O)N1CCN(S(=O)(=O)c2ccc(C(=O)Nc3sc4c(c3C(N)=O)CC(C)(C)NC4(C)C)cc2)CC1
    12µM*	20	-4%	-5	176%[activator]	?	4%
> Cc1ccc(C(=O)N(C)CC(=O)Nc2ccc(Cl)c(C(F)(F)F)c2)cc1S(=O)(=O)N1CCCCC1
    9.3µM*	/	1%	/	4%	?	/
> Cc1cccc(Nc2nc(N)nc(-c3oc4ccccc4c3C)n2)c1
    ?	89*	-3%	53*	41%	-152%	3%
> COc1ccc(C2C(C(=O)O)c3ccccc3C(=O)N2Cc2ccco2)cc1 (stereo not drawn)
    83%[activator]	39	-6%	-2	-13%	22%	0%
> NC(=O)c1sc2nc(-c3cccs3)ccc2c1N
    86%[activator]	64*	0%	49*	-34%	108%[activator]	-3%
> COc1ccccc1N(CC(=O)NCC1CCCO1)C(=O)CCC(=O)Nc1nccs1 (stereo not drawn)
    -13%	1	-5%	0	-8%	?	-2%
> Cn1c(=O)c2c(nc(NCC3CCCO3)n2Cc2ccccc2)n(C)c1=O (stereo not drawn)
    -3%	-5	-8%	-3	-10%	-22%	-6%
> N=C1c2ccccc2CN1c1ccc(F)c([N+](=O)[O-])c1
    12µM*	-1	4%	3	-24%	?	3%

Other structures
Results follow in this order: Pf growth 48h	Shiga toxin inh	Tb PYK inh	Cycloheximide cs	AmpC inh no detg	Pf growth 96h	LmPK inhibitor
> O=C(c1cc2cc(C(F)(F)F)ccc2s1)N1CCOCC1
    34%[activator]	84*	1%	36*	14%	33%[activator]	-9%
> O=C(Nc1ccccc1)c1ccc(NCCN2CCOCC2)c(S(=O)(=O)N2CCOCC2)c1
    -16%	-8	0%	-2	53%	/	-4%
> CCCSCCCNC(=O)c1cc2c(s1)CS(=O)(=O)C2
    -3%	36	2%	4	-13%	48%[activator]	1%
> CC(C)c1ccc(NC(=O)C2=NNC(=O)CC2)cc1
    100%[activator]	97*	12%	38*	0%	140%[activator]	1%
> Cc1c(C(=O)N(Cc2cccs2)C2CCS(=O)(=O)C2)oc2ccccc12 (stereo not drawn)
    -30%	-19	-12%	-9	30%	?	4%
> CCOC(=O)COc1ccc(C2NC(C(=O)O)CS2)cc1 (stereo not drawn)
    9%	-2	2%	1	-9%	?	-5%
> COc1cc(N)cc(NC(=O)c2ccncc2)c1
    20%	18	2%	-1	-15%	-10%	-1%
> O=C(Oc1cc(-c2ccccc2)no1)c1ccc(F)cc1
    /	-7	-8%	-6	-10%	?	-4%
> CN1CCC(OC(=O)C23CCC(C)(C(=O)O2)C3(C)C)CC1 (stereo not drawn)
    10%	-20	-4%	-6	-15%	/	-1%
> Nc1c(C(=O)NCc2ccco2)c2nc3ccccc3nc2n1CCc1ccccc1F
    10µM*	-5	-10%	12	21%	/	3%
> CCCN(CCC)S(=O)(=O)c1nc2nc(C)cc(C)n2n1
    10%	9	2%	0	3%	16%	1%
> COc1cccc(CNc2nc3ccccc3n2C(C)C)c1O
    ?	16	-9%	9	-42%	?	-1%
